# TLR9-MyD88 inh: inhibitors of human TLR9-MyD88 binding; CHO BLA complementation TLR9-MyD88, CCF4 FRET ratio; AID 504734; inhibition, % at 4.98 µM; hit rate 0.21% among 340,000; Q9NR96+Q99836;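 active = inhibition above the mean over all tested compounds plus 3 SD, cut at about 21% in these data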;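 also: 0% = DMSO only wells and 100% = clavulanate BLA inhibitor control wells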
# ABHD5-PLIN5 inh: inhibitors of human ABHD5-perilipin-5 interaction. Q00G26+Q8WTS1. Split G. princeps luciferase complementation, luminescence, 4 h. hit rate 0.78% among 360,000. inhibition, % at 4 µM;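 active = inhibition above the mean inhibition across every tested compound plus 3 SD, cut at about 22% in these data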;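 also: 0% = DMSO only wells and the 100% control is not disclosed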
# NCOA1 inh: inhibitors of human steroid receptor coactivator 1 (SRC1). hit rate 0.12% among 360,000. HEK293 GAL4-SRC1 luciferase reporter, luminescence. Q15788. inhibition, % at 3.6 µM;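 active = inhibition above the campaign mean plus 3 SD, with each screening campaign given its own cutoff, cut at about 60% in these data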;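 also: 0% = DMSO treated cells and 100% = gossypol at 36 µM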
# SRC3 inh: inhibitors of human steroid receptor coactivator 3 (SRC3). Q9Y6Q9. HEK293 GAL4-SRC3 luciferase reporter, luminescence. inhibition, % at 3.6 µM. hit rate 0.17% among 360,000. AID 588352;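 active = inhibition above a per-campaign cutoff, the mean of all compounds plus 3 SD, cut at about 60% in these data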;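 also: 0% = DMSO-treated cells and 100% = gossypol-treated cells at 36 µM; higher means less SRC3-driven luciferase light from the GAL4 reporter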
# COUP-TFII inh: inhibitors of human COUP-TFII (NR2F2); P24468; HEK293T NGFI-A luciferase reporter, luminescence; inhibition, % at 8.6 µM; hit rate 0.7% among 370,000; AID 686940;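 active = inhibition above a per-plate cutoff, mean inhibition of test wells between control levels plus 3 SD, cut at about 38% in these data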;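 also: cells cotransfected with COUP-TFII expression vector driving the NGFI-A reporter; 0% = median of COUP-TF2 test wells and 100% = reporter-only cells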
# MC4R antagonist: antagonists of human melanocortin 4 receptor (MC4R); P32245; inhibition, % at 6.5 µM; hit rate 0.48% among 360,000; MC4R-expressing cells, MTII-stimulated cAMP, LANCE TR-FRET; AID 540295;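 active = inhibition above its plate's cutoff, the mean of tested wells on that plate plus 3 SD, cut at about 29% in these data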;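 also: 0% = Melanotan II alone and 100% = Melanotan II plus saturating MCL0020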
# Target sequence (P32245 whole entry, looked up): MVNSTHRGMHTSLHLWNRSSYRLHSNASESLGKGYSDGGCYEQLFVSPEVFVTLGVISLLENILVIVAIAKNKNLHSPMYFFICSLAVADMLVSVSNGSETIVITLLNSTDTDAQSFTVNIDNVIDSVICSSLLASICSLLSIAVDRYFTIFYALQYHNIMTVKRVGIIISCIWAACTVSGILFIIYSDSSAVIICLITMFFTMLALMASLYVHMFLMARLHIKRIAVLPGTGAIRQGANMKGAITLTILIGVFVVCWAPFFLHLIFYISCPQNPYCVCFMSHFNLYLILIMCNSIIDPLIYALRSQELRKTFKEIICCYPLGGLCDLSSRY
#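 Assay system: U2OS cells stably expressing human melanocortin 4 receptor (MC4R) / Dosing: 6.5 µM / Timing: compound 30 min, challenge 1 h, detection 1 h / Measured by: Eu-cAMP/anti-cAMP TR-FRET, emission 671 nm / Replicates: singlicate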
# NOD2-RIPK2 inh: blocks binding of human NOD2 to RIPK2 | O43353 | CHO BLA complementation NOD2-RIPK2, CCF4 ratio | inhibition, % at 4.98 µM | hit rate 0.38% among 360,000 | AID 624267; in the data active = inhibition above about 21%;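 also: 0% = vehicle only and 100% = reference blocker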
# Target sequence (O43353 whole entry, looked up): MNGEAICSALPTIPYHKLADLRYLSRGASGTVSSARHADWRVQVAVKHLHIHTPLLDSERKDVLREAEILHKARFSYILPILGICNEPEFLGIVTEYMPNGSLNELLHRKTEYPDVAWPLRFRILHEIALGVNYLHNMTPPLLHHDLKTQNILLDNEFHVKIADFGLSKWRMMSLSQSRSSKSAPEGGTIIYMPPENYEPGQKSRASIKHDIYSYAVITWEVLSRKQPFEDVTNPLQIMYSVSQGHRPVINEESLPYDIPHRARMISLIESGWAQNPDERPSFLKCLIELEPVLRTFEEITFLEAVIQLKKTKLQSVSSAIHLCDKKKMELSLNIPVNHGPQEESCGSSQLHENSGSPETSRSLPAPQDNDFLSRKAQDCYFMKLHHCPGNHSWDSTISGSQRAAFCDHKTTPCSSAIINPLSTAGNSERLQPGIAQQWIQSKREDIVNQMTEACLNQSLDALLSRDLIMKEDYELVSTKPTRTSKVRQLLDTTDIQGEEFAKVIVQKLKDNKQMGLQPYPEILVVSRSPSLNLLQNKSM
# NR5A2 inv ag: suppresses constitutive activity of human LRH-1; inhibition, % at 3.6 µM; hit rate 0.13% among 360,000; O00482; HEK293T StAR-luciferase reporter, LRH-1 transfected, 24 h;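 active = inhibition above the mean inhibition of all tested compounds plus 3 SD, cut at about 73% in these data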;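 also: 0% = DMSO wells and 100% = reporter-only cells lacking LRH-1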
# SRC2 inh: human SRC2 (NCOA2) inhibition; Q15596; hit rate 0.17% among 370,000; inhibition, % at 9 µM; HEK293 GAL4-SRC2 luciferase reporter, luminescence;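 active = inhibition above the mean inhibition of all tested compounds plus 3 SD, set per campaign, cut at about 52% in these data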;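 also: 0% = DMSO treated cells and 100% = cells given Gossypol at 36 µM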
# LMP1 NFkB inh: Epstein-Barr LMP1 NF-kappaB reporter inhibition; inhibition, % at 12.5 µM; hit rate 0.69% among 350,000; LMP1-induced NF-kappaB luciferase reporter cells, luminescence; in the data active = inhibition above about 41%;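 also: 0% = neutral control wells and 100% = reference inhibitor control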
# MC4R ag barr: human MC4R agonism via beta-arrestin | U2OS MC4R beta-arrestin complementation, luminescence; percent of melanotan II response, DMSO zero | activation, % at 8.9 µM | hit rate 0.98% among 360,000 | AID 540308;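 active = activation above a per-plate cutoff, the mean activation of sample wells on that plate plus 3 SD, cut at about 8% in these data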
# Starred values were filed as active, the others as inactive; . = not tested or not shown. Not all compounds are listed; the hit share may differ from the screen's.
no.	TLR9-MyD88 inh	ABHD5-PLIN5 inh	NCOA1 inh	SRC3 inh	COUP-TFII inh	MC4R antagonist	NOD2-RIPK2 inh	NR5A2 inv ag	SRC2 inh	LMP1 NFkB inh	MC4R ag barr	canonical_smiles
1	-4	-2	2	34	12	2	-5	-8	-4	8	-1.4	c1ccc(-n2nnnc2NCCCN2CCOCC2)cc1
2	8	4	4	18	6	-5	-8	3	10	-2	4.6	O=C(CN1CCN(Cc2cccc(C(F)(F)F)c2)CC1)NCC(=O)Nc1ccc(F)c(F)c1F
3	-2	-9	2	24	4	6	15	3	28	12	-1.8	COc1ccc(CCNc2nc(-c3ccco3)cc(C(F)(F)F)n2)cc1OC
4	-8	0	8	-20	-6	16	-18	16	-10	2	-2.5	CCOC(=O)N1CCN(C(=O)COC(=O)Cc2ccc(OC)cc2)CC1
5	-7	6	6	1	8	8	-13	-22	-5	-9	-0.6	Nc1nonc1C(=O)NCCNC(=O)c1ccc(Cl)c(Cl)c1
6	11	-3	-10	9	-20	2	6	9	-4	-12	-1.9	Cc1ccc(Nc2cc(=O)[nH]c(=O)[nH]2)c(C)c1
7	4	5	-12	11	3	12	-6	-12	-21	5	-1.0	Cc1noc(C)c1CSCC(=O)Nc1cc(S(=O)(=O)N2CCOCC2)ccc1OC(C)C
8	-11	-3	-8	-22	6	9	0	4	4	-1	2.1	COCCn1nnnc1C(CC(C)C)N1CCN(C(=O)c2ccco2)CC1 (configuration not stated)
9	-4	-7	13	8	5	12	7	-18	17	4	-1.8	COc1ccc(Cl)cc1NC(=O)Cn1cccc1
10	-9	11	-9	5	-8	0	-18	-4	-43	-7	-0.9	Cn1cccc1Cc1nnc(SCC(=O)NCc2ccccc2Cl)n1-c1ccc(F)cc1
11	.	22*	-16	9	.	.	-11	12	.	.	.	Cc1cc(=O)oc2c(N)nccc12
12	.	1	0	-6	11	4	3	-4	-14	.	2.1	Cc1cc(C(=O)N2CCC2(C)C(=O)NS(=O)(=O)c2ccccc2Cl)nn1C (configuration not stated)
13	13	11	-36	-54	-33	12	-12	-70	-40	-7	7.0	Cc1ccc(CSc2nc3ccncc3n2CC(=O)Nc2cc(C)cc(C)c2)cc1
14	-2	-3	-4	20	-9	3	4	24	1	-3	3.1	CCNC(=O)CSC1=N/C(=C\c2ccc(O)c(OCC)c2)C(=O)N1c1ccc(OC(F)F)cc1
15	7	4	-12	9	-13	1	-1	20	-18	1	-0.9	COc1ccc(-n2ncc(C(C)NS(=O)(=O)c3ccc(C(C)=O)cc3)c2C)cc1 (configuration not stated)
16	10	0	-37	-6	18	10	-7	-17	-44	0	1.0	O=C(NCCCO)c1c(O)c2cccc3c2n(c1=O)CCC3
17	6	5	1	3	1	2	-11	-4	-15	1	-1.6	CCN(C(=O)COC(=O)c1ccc[nH]c1=O)c1cccc2ccccc12
18	2	-6	3	-1	5	4	2	4	-13	-5	-3.2	O=C1CCCN1C(=O)CSc1ncnc2sccc12
19	9	2	-2	-4	-4	8	-1	-10	-15	-2	-1.5	CCn1c(CC(=O)Nc2ccccc2F)nnc1SCC(=O)Nc1nnc(C)s1
20	0	5	-2	-7	-17	-3	-10	8	-9	3	0.1	Cc1cc(C)n2nc(C(=O)OCC(=O)Nc3ccc4c(c3)OCCO4)nc2n1
21	1	3	-4	4	20	6	-1	13	25	15	-2.0	COc1cccc(NC(=O)CN(C)C(=O)c2cc(-c3ccc(F)cc3)nc3ccccc23)c1
22	-16	-6	-15	8	-20	-6	-9	3	-5	-7	1.8	O=C(Nc1ccc(OC(F)(F)F)cc1)Nc1cccnc1
23	-4	6	3	-17	10	-1	-7	-2	20	-10	1.0	COc1ccc(Cc2nnc(NC(=O)CS(=O)(=O)Cc3ccccc3)s2)cc1
24	-5	1	9	1	1	0	-5	6	-3	-26	-2.0	O=C(NCc1cccnc1)c1ccccc1-c1nc(-c2ccccc2)no1
25	0	5	13	15	8	-1	-5	5	-31	-1	-1.9	CN1CCN(c2ccc(NC(=O)c3cccc(S(=O)(=O)N4CCCC4)c3)cc2)CC1
26	2	-2	-21	-33	.	5	-1	2	.	-2	-3.2	O=C(Oc1oc(-c2ccco2)nc1C=Nc1ccccc1)c1ccco1
27	10	3	-4	1	6	-1	-11	8	-11	1	-0.1	CCN(CC)CCCN1C(=O)C(=O)/C(=C(/O)c2c(C)nc3ccccn23)C1c1ccc(C)o1 (configuration not stated)
28	8	0	-3	-5	13	4	3	19	-26	2	0.2	CC1CCN(c2nc3nonc3nc2Nc2ccc(F)cc2)CC1
29	0	-1	-1	6	14	5	2	7	-21	0	-2.8	COc1ccc(CCNC(=O)COC(=O)C2CC2)cc1
30	-2	6	-1	5	-1	0	3	23	-16	-1	-1.1	O=C1C=C(c2cccc3c2sc2ccccc23)C[C@@H](c2ccc(F)cc2)C1
31	3	-3	6	11	-12	12	4	6	18	-11	-3.0	Cc1cc(C)nc(NS(=O)(=O)c2ccc(NC(=S)NC(=O)C(C)(C)C)cc2)n1
32	-5	-5	5	28	9	2	-3	20	4	3	0.0	COc1cc(N2C(=O)CC3(CCCC3)CC2=O)cc(OC)c1OC
33	-2	-4	-1	17	9	4	3	9	-8	25	0.2	CCN(CC)C(=O)c1[nH]cnc1C(=O)Nc1ccc(C)cc1
34	6	3	0	-37	6	0	-6	11	8	-10	-2.6	Fc1ccc(Cn2nnnc2CN2CCN(C3CCCC3)CC2)cc1
35	-6	8	5	16	13	34*	-15	3	12	-8	8.7*	CCOc1ncccc1C(=O)Nc1nc(C(C)(C)C)cs1
36	-3	1	7	11	9	9	12	13	3	5	-2.0	Fc1ccc(CNC(=S)Nc2ccc(OC(F)F)cc2)cc1
37	1	-7	-5	-30	13	16	8	-13	0	-5	-0.1	O=C(CN(Cc1ccc(F)cc1)C(=O)C1CSC(=O)C1)NC1CCCCC1 (configuration not stated)
38	8	0	-4	-6	-7	6	5	-2	24	-1	-3.1	COc1ccc(NC(=O)c2ccc(S(=O)(=O)N3CCCCC3)cc2)cc1OC
39	3	0	-3	3	-16	8	-6	-6	7	7	-0.6	CCN(CC)C(=O)CSc1nc2ncccc2[nH]1
40	1	2	-9	-17	-31	2	0	3	-19	-4	-0.8	O=C(NCCSCc1ccco1)Nc1cc(Cl)cc(Cl)c1
41	-3	-6	-7	1	-4	6	4	12	1	-10	-2.4	C[C@H](CO)N1C[C@H](C)[C@@H](CN(C)C(=O)NC2CCCCC2)Oc2ccc(NC(=O)Cn3cnnn3)cc2C1=O
42	6	7	7	6	-2	3	8	-11	-66	0	1.5	N#C/C(=C\c1ccc(Cl)c([N+](=O)[O-])c1)c1ccccn1
43	0	-5	1	3	-54	0	2	3	-26	0	-2.2	CCOC(=O)C1CCN(C(=O)CSc2cc(=O)n(C)c3ccccc23)CC1
44	5	-4	-3	4	12	6	-1	-2	27	3	-1.9	Cc1c(CCC(=O)N2CCC(C(=O)NCCCCCC(=O)O)CC2)c(=O)oc2cc3oc4c(c3cc12)CCCC4
45	1	4	-10	-8	7	2	4	12	-11	-5	-1.2	CN(C)c1ccc(C2CNC(c3ccc(Cl)c([N+](=O)[O-])c3)c3[nH]c4ccccc4c32)cc1 (configuration not stated)
46	6	3	1	12	4	4	0	6	-9	-1	-1.7	CC(=O)c1ccc(NS(=O)(=O)c2ccccc2)cc1
47	-3	-9	5	0	10	11	-7	-2	0	0	-2.8	CCOC(=O)C1=C(c2ccccc2)c2ccccc2OC1C(=O)OCC (configuration not stated)
48	-2	-4	10	3	8	1	-1	-14	1	12	-1.5	CCCCC(CC)CNC(=O)c1ncn[nH]1 (configuration not stated)
49	-1	-1	-2	-1	-2	-2	-14	6	7	-4	-0.6	Cc1ccc2nc(SC(C)C(=O)NC3CCCC3)[nH]c2c1 (configuration not stated)
50	-11	1	0	-9	2	6	1	-9	-23	-3	-0.6	CCCCc1nnc(NC(=O)CSc2nc(=O)cc(N)n2-c2ccccc2)s1
51	-3	-2	-10	-10	-12	3	-6	13	-22	-13	-2.7	O=C1OC2(c3ccccc3)C3CCCC2C13
52	2	-9	-11	0	-17	14	0	-12	-6	1	0.8	C/C(=N\NC(=O)c1ccc(NS(=O)(=O)c2cccs2)cc1)c1ccccc1

# An excerpt of these results, with values under each structure.
# Sequence of screens: TLR9-MyD88 inh	ABHD5-PLIN5 inh	NCOA1 inh	SRC3 inh	COUP-TFII inh	MC4R antagonist	NOD2-RIPK2 inh	NR5A2 inv ag	SRC2 inh	LMP1 NFkB inh	MC4R ag barr
[31] Cc1cc(C)nc(NS(=O)(=O)c2ccc(NC(=S)NC(=O)C(C)(C)C)cc2)n1
→ 3	-3	6	11	-12	12	4	6	18	-11	-3.0
[32] COc1cc(N2C(=O)CC3(CCCC3)CC2=O)cc(OC)c1OC
→ -5	-5	5	28	9	2	-3	20	4	3	0.0
[33] CCN(CC)C(=O)c1[nH]cnc1C(=O)Nc1ccc(C)cc1
→ -2	-4	-1	17	9	4	3	9	-8	25	0.2
[34] Fc1ccc(Cn2nnnc2CN2CCN(C3CCCC3)CC2)cc1
→ 6	3	0	-37	6	0	-6	11	8	-10	-2.6
[35] CCOc1ncccc1C(=O)Nc1nc(C(C)(C)C)cs1
→ -6	8	5	16	13	34*	-15	3	12	-8	8.7*
[36] Fc1ccc(CNC(=S)Nc2ccc(OC(F)F)cc2)cc1
→ -3	1	7	11	9	9	12	13	3	5	-2.0
[37] O=C(CN(Cc1ccc(F)cc1)C(=O)C1CSC(=O)C1)NC1CCCCC1 (configuration not stated)
→ 1	-7	-5	-30	13	16	8	-13	0	-5	-0.1
[38] COc1ccc(NC(=O)c2ccc(S(=O)(=O)N3CCCCC3)cc2)cc1OC
→ 8	0	-4	-6	-7	6	5	-2	24	-1	-3.1
[39] CCN(CC)C(=O)CSc1nc2ncccc2[nH]1
→ 3	0	-3	3	-16	8	-6	-6	7	7	-0.6
[40] O=C(NCCSCc1ccco1)Nc1cc(Cl)cc(Cl)c1
→ 1	2	-9	-17	-31	2	0	3	-19	-4	-0.8
[41] C[C@H](CO)N1C[C@H](C)[C@@H](CN(C)C(=O)NC2CCCCC2)Oc2ccc(NC(=O)Cn3cnnn3)cc2C1=O
→ -3	-6	-7	1	-4	6	4	12	1	-10	-2.4
[42] N#C/C(=C\c1ccc(Cl)c([N+](=O)[O-])c1)c1ccccn1
→ 6	7	7	6	-2	3	8	-11	-66	0	1.5
[43] CCOC(=O)C1CCN(C(=O)CSc2cc(=O)n(C)c3ccccc23)CC1
→ 0	-5	1	3	-54	0	2	3	-26	0	-2.2
[44] Cc1c(CCC(=O)N2CCC(C(=O)NCCCCCC(=O)O)CC2)c(=O)oc2cc3oc4c(c3cc12)CCCC4
→ 5	-4	-3	4	12	6	-1	-2	27	3	-1.9
